# LMNA splice mod = changes lamin A minigene splicing in HeLa cells; Potency, µM (highest dose often 46.1 µM), inactives show at the highest dose ratio change, negative = inhibition, hits mostly inhibitors; 200,000 compounds, 0.01% hits; HeLa LMNA splicing GFP/RFP minigene ratio, 48 h; AID 1487; active = well fitted inhibition curve with a large enough effect in the signal ratio, with a control signal flat, not every such curve was filed as active; inconclusive = small, poorly fitted or top-dose-only effect, or effect the other way, or a change in a side signal; the % refers to the signal ratio; also: potency is read from the fitted curve at half-maximal effect; % is scaled to controls: 0 for no effect and ±100 for the full control effect
#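 S3 HeLa cells stably expressing lamin A-EGFP splicing minigene plus DsRed2, 600 cells/well, 48 h compound exposure at 37C. Laser-scanning cytometry; analysed as GFP (500-530 nm)/RFP (575-640 nm) total intensity ratio; 0.5% DMSO vehicle.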
# IMPase Li inh = IMPase inhibition in cells with lithium potentiation; 210,000 compounds, 0.35% hits; CHO-M1 cells, IP1 TR-FRET (IP-One), carbachol + lithium; Potency, µM (top dose mostly 59.4 µM), without a hit: at the top dose activity, negative = IMPase inhibition, hits mostly inhibitors;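 also: IP1 builds up when IMPase is blocked and the TR-FRET signal falls; potency is read from the fitted curve at half-maximal effect; plate controls were basal vehicle for no effect and high inhibitor control for full effect; nearly all actives have a fitted effect of over 50% in size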
#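 Readout is a homogeneous TR-FRET IP1 immunoassay (Ex 320, Em 665 and 620), where raised cytosolic IP1 lowers signal. Cells were CHO-M1 treated 30 min at 37C with test compounds plus a little lithium; AC50 values came from Hill-equation fitting.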
# HTT cytoprotect = Huntington cell model cytoprotection by ATP luminescence; PC12 HTT-Q103 induced, cytoprotection, ATP luminescence, 40 h; Potency, µM (series often up to 56.4 µM), for inactives: cytoprotection (ATP increase), most hits filed as activators; 230,000 compounds, 0.14% hits; AID 1471;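 also: potency is read from the fitted curve at half-maximal effect; % of control where 0% means no effect; nearly all actives have a fitted effect of over 45% in size; toxic huntingtin expression switched on by the ecdysone agonist tebufenozide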
#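 Readout: ATPlite luminescence (ATP level). Model: stable PC12, inducible Htt exon1 Q103-GFP. Inducer: tebufenozide, 100 nM final. Compounds: dose series. No G418 in medium.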
# SMN2 splice up = enhancers of SMN2 splice variant expression; Potency, µM (doses to about 46.1 µM), without a hit: top-dose activity change, positive = activation, actives largely listed as activators; AID 1458; 210,000 compounds, 2.8% hits; HEK293 SMN2-luciferase splicing reporter, luminescence, 30-36 h; also: potency is read from the fitted curve at half-maximal effect; % of control where 0% means no effect; nearly all actives have a fitted effect of over 55% in size
#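 qHTS luciferase splicing reporter: luminescence rises when SMN2 exon 7 is included in transfected HEK293 cells. Compound exposure lasted 30-36 h at 37C, with 4.5 mM final sodium butyrate as control, followed by a ONE-Glo read.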
# CBFb RUNX1 block = blocks binding between human CBF-beta and RUNX1; Potency, µM (highest dose often 59.8 µM), for inactives: at the highest dose activity, negative = inhibition, actives largely listed as inhibitors; AID 1477; AlphaScreen CBFb-His/RUNX1-biotin binding, biochemical; 230,000 tested, under 10 active; Q01196+Q13951; also: % of control where 0% means no effect
# Target sequence (Q01196 whole entry, looked up): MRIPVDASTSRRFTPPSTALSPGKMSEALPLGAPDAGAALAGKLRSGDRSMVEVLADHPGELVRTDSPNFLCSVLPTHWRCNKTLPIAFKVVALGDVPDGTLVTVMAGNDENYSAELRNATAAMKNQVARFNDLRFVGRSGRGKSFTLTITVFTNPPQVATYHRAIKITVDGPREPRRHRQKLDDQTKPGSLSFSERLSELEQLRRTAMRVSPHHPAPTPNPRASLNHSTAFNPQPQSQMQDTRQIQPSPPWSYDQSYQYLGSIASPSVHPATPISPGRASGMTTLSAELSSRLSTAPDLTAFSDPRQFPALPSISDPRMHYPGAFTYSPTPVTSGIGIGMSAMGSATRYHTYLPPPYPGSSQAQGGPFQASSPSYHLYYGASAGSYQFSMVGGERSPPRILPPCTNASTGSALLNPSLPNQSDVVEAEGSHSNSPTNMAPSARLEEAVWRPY
# Target sequence (Q13951 whole entry, looked up): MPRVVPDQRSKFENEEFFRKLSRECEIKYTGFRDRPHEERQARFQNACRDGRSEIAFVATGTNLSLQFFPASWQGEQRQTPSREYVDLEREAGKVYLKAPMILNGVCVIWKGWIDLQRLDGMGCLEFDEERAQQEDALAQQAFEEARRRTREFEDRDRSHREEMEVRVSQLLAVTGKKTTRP
#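 Read-out: AlphaScreen. Format: His-CBF-beta with biotinylated RUNX1 (30 nM each) preincubated 20 min, compound 15 min, Ni-chelate plus streptavidin beads 90 min; room temperature throughout.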
# HttQ103 aggreg = reduces HttQ103-GFP aggregates in PC12 cells | 220,000 compounds, 1.1% hits | Potency, µM (top dose mostly 46.1 µM), for the others: at the highest dose activity change, negative = inhibition, actives largely listed as inhibitors | PC12 HttQ103-GFP aggregates, Acumen cytometry, 40 h; also: potency is read from the fitted curve at half-maximal effect; % is scaled to controls: 0 for no effect and ±100 for the full control effect; nearly all actives have a fitted effect of over 60% in size
#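 PC12/HTTQ103-GFP, ecdysone-inducible; teb 100 nM; cpd qHTS titration; GFP aggregates read on laser cytometer, Ex 488/Em 500-530 nm.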
# KinaseGlo FLuc = Kinase-Glo luciferase inhibition (counter-screen); Kinase-Glo luciferase, ATP luminescence, 8 min; AID 1379; Potency, µM (series often up to 38.3 µM), inactives show top-dose activity change, negative = inhibition, actives largely listed as inhibitors; 200,000 compounds, 0.28% hits; also: potency is read from the fitted curve at half-maximal effect; % is scaled to controls: 0 for no effect and ±100 for the full control effect; nearly all actives have a fitted effect of over 60% in size
#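 Compounds were added to a substrate mix at pH 7.2 (50 mM imidazole, 10 uM ATP, within the enzyme's linear range), followed by Kinase-Glo detection reagent; luminescence was measured after 8 minutes at ambient temperature.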
# The depositor's hits bear a star; ? = inconclusive; . = no result given; & = joins results of further samples; [ ] = another dose, or the depositor's remark. Unless noted, calls follow the shape of the dose curve; as a rule, active = well fitted curve in the direction sought with a large enough effect; inconclusive = small, poorly fitted or top-dose-only effect, or another doubt; inactive = no such curve, though single readings can be large; an effect the other way counts as inactive or inconclusive.
# Short keys: A = LMNA splice mod; B = IMPase Li inh; C = HTT cytoprotect; D = SMN2 splice up; E = CBFb RUNX1 block; F = HttQ103 aggreg; G = KinaseGlo FLuc
COc1ccc(C(=O)C(OC(=O)c2ccc(C)c(NC(C)=O)c2)c2ccccc2)cc1 (stereo not given)
  A = -6% | B = 17%[38.3 µM] | C = -6% | D = 3% | E = -9% | F = 8% | G = -4%
Fc1ccc(N2CCN(C3=Nc4cccc5cccc3c45)CC2)cc1
  A = ? | B = 32%[activator] | C = -19%[10 µM] | D = 0% | E = -30% | F = 5% | G = 3%
NS(=O)(=O)c1ccc(NC(=O)/C=C/c2cn(-c3ccccc3)nc2-c2cccc(Cl)c2)cc1
  A = . | B = 0% | C = 11% | D = -13% | E = 0% | F = 15%[9.22 µM] | G = 4%
CN1CCN(C(=O)c2ccc(CN(c3ccccc3)S(=O)(=O)c3ccccc3)cc2)CC1
  A = ? | B = 13% | C = 16%[10 µM] | D = . | E = 3% | F = 18%[9.22 µM] | G = -1%
CN(C(=O)c1c(Cl)cnn1C)C12CC3CC(CC(C3)C1)C2
  A = -6% | B = . | C = -7%[10 µM] | D = . | E = 0% | F = -9% | G = .
Oc1oc(-c2ccccc2Br)nc1C=Nc1ccc(Br)cn1
  A = . | B = 8% | C = -7% | D = -11% | E = -11% | F = ? | G = 0%
CCOc1cccc(OCCOc2ccc(C(=O)c3ccccc3)cc2)c1
  A = ? | B = 5% | C = -6%[0.074 µM] | D = -2% | E = ? | F = -9% | G = 2%
Cc1cc(NC(NC(=O)c2ccco2)(C(F)(F)F)C(F)(F)F)no1
  A = 6% | B = -9%[38.3 µM] | C = 7% | D = 13% | E = 7% | F = 16% | G = -6%
CN(C)c1ccc(C(=N)c2ccc(N(C)C)cc2)cc1
  A = . | B = -11% | C = -31%[inhibitor] | D = 13% | E = 20%[21.7 µM] | F = . | G = .
CCC(C(=O)Nc1ccccc1C(=O)N1CCOCC1)N1C(=O)c2ccccc2C1=O (stereo not given)
  A = -4% | B = 38%[activator][38.3 µM] | C = 3% | D = -16% | E = 16% | F = -11% | G = 2%
CCC(=O)NCCCCCCNC(=O)CC
  A = 19% | B = 21%[38.3 µM] | C = 8% | D = -14% | E = -1% | F = 6%[9.22 µM] | G = 6%
O=C(N/N=C/c1coc2ccccc2c1=O)c1cc2ccccc2o1
  A = -4% | B = -10% | C = . | D = 0% | E = 11% | F = ? | G = -2%
CCn1c(SCCC(=O)O)nnc1-c1cccnc1
  A = -1% | B = -4%[38.3 µM] | C = -4% | D = -4% | E = 4% | F = -2% | G = -1%
CCCCC/C=C\C/C=C\CCCCCCCC(=O)NCC(=O)O
  A = . | B = 1%&7% | C = -28%&-33% | D = 6%&6% | E = -7%&9% | F = . | G = 1%
CCCCC(=O)NC(=S)NNC(=O)CCc1ccccc1
  A = . | B = . | C = 7%[10 µM] | D = . | E = 3% | F = 20%[9.22 µM] | G = .
COC(=O)c1ccccc1NC(=O)c1nc2nc(C)cc(C(F)F)n2n1
  A = -13% | B = 19%[38.3 µM] | C = 11% | D = 24% | E = 1% | F = 4% | G = -2%
CCC(C(=O)OCC(=O)Nc1c(Cl)cc(Cl)cc1Cl)c1ccccc1 (stereo not given)
  A = 0% | B = 0% | C = -2%[1.9 µM] | D = 3% | E = 13% | F = -11% | G = 2%
O=C(NCc1ccccc1)c1c(F)c(F)c(F)c(F)c1F
  A = 10% | B = -33%[38.3 µM] | C = -22% | D = 3% | E = 22% | F = -29% | G = -1%
Cc1ccc(CCNc2ccccc2C)cn1
  A = 2% | B = 4% | C = 5%[10 µM] | D = 15% | E = 0% | F = -6% | G = -1%
NC(=O)CC[C@@H]1NC(=O)[C@@H]2CCCN2C(=O)c2cc([N+](=O)[O-])cc(F)c2NCCC[C@@H](C(N)=O)NC1=O
  A = ? | B = 2% | C = . | D = -6% | E = 2%[2.36 µM] | F = 1% | G = -3%
Cc1ccc[n+](CC(=O)N2CCCCC2)c1C
  A = . | B = . | C = 1%[10 µM] | D = . | E = 16% | F = -30%[9.22 µM] | G = .
Cc1c(NC(=O)/C=C/c2cccs2)c(=O)n(-c2ccccc2)n1C
  A = 12% | B = -3%[38.3 µM] | C = -4% | D = 1% | E = 3% | F = 1% | G = 1%
O=C(O)c1cccnc1
  A = ? | B = 3%&23%&0% | C = 1% | D = -9% | E = 9% | F = -16%&0% | G = -4%
CSCCC(NS(=O)(=O)c1ccc2[nH]c(=O)c(=O)[nH]c2c1)C(=O)O (stereo not given)
  A = . | B = 5% | C = 6%[10 µM] | D = . | E = 25% | F = -14%[9.22 µM] | G = 1%
CC(C)OC(=O)C1CC(C)(O)C(=O)C(C(=O)OC(C)C)C1c1ccc([N+](=O)[O-])cc1 (stereo not given)
  A = . | B = 9% | C = 7% | D = -63%[inhibitor] | E = -6% | F = 3% | G = 5%
CCCn1c(C(C)NC(=O)c2ccccc2)nc2ccccc21 (stereo not given)
  A = -2% | B = 4% | C = 16%[10 µM] | D = 1% | E = -4% | F = -28% | G = 1%
CN(CCCNC(=O)CSc1cc(=O)n(C)c2cc(Cl)ccc12)Cc1ccccc1
  A = -5%[46 µM] | B = -6% | C = 7% | D = -3% | E = 2% | F = 2% | G = -2%
N#Cc1ccc(CSc2nnc(-c3ccccc3)n2Cc2ccco2)cc1
  A = ? | B = 4%[38.3 µM] | C = -9% | D = -24% | E = -2% | F = 24% | G = -5%
COCC(=O)N1CCc2nc(-c3ccccc3)c3c(c2C1)CO[C@@H](C)C3
  A = -12%[9.22 µM] | B = 6% | C = -14%[10 µM] | D = 7%[9.22 µM] | E = -2%[13.1 µM] | F = . | G = -1%[7.66 µM]
O=C(COC(=O)c1cc2c(s1)CCCC2)Nc1ccc(Cl)cn1
  A = -6% | B = ? | C = 12%[10 µM] | D = 0% | E = 0% | F = -11% | G = 3%
O=C(Nc1cc(F)c(Br)cc1F)c1ccc(Cl)cc1
  A = . | B = . | C = 15%[10 µM] | D = . | E = 18% | F = -2%[9.22 µM] | G = .
O=C(/C=C1\SC(=O)NC1=O)Nc1ccc(C(=O)O)cc1
  A = . | B = . | C = 14%[10 µM] | D = . | E = 14% | F = -21%[9.22 µM] | G = .
CCCC(=O)Nc1ccc2c(c1)nc(CCN1CCCCC1)n2C
  A = . | B = . | C = -16%[10 µM] | D = . | E = 4% | F = -14%[9.22 µM] | G = .
COC(=O)c1ccc(N2CCN(S(=O)(=O)c3ccc4ccccc4c3)CC2)c([N+](=O)[O-])c1
  A = ? | B = 11% | C = 4%[10 µM] | D = -40%[inhibitor] | E = -19% | F = -19% | G = 3%
COc1ccc(CNCC(O)COCc2cccs2)cc1 (stereo not given)
  A = -5% | B = -8%[38.3 µM] | C = -9%[0.074 µM] | D = -9% | E = 6% | F = -3% | G = 0%
CCCn1c(=N)n(CCOc2ccc(OC)cc2)c2ccccc21
  A = -11% | B = 20%[38.3 µM] | C = 2% | D = 17% | E = 9% | F = -2% | G = 4%
O=C(CSCc1ccccc1Cl)NN1C(=O)c2ccccc2C1=O
  A = 0% | B = 2%[38.3 µM] | C = -6% | D = 1% | E = 4% | F = 0% | G = -1%
Cc1ccc(C)c(NS(=O)(=O)c2cc(C(=O)Nc3ccccc3-c3ccccc3)ccc2C)c1
  A = -3% | B = 39%[activator][38.3 µM] | C = -50%[inhibitor] | D = -43%[inhibitor] | E = 0% | F = ? | G = -1%
CCn1cc(C(=O)Nc2sc(C)c(C)c2C(=O)OC)cn1
  A = -3% | B = -1% | C = . | D = -6% | E = 1% | F = -13% | G = -1%
O=S(=O)(/N=C(/Nc1ccc(F)cc1F)c1ccccc1)c1ccc(Br)cc1
  A = -2% | B = -5% | C = 30%[10 µM] | D = 2% | E = 0% | F = -10% | G = 2%
Cc1nc(SCC(=O)Nc2nc3ccccc3s2)c(C#N)c(C)c1C
  A = -3% | B = 4% | C = -76%[inhibitor][10 µM] | D = -102%[inhibitor] | E = 10% | F = 3% | G = -3%
NS(=O)(=O)c1ccc(NCc2cnc3ccccc3c2)cc1
  A = . | B = -7% | C = -5%[10 µM] | D = -15%[9.22 µM] | E = . | F = . | G = -2%[7.66 µM]
O=C(CCc1nnc(-c2ccc3c(c2)OCO3)o1)NC(c1cccnc1)C(F)(F)F (stereo not given)
  A = . | B = 13% | C = -27%[10 µM] | D = . | E = 4% | F = -12%[9.22 µM] | G = -7%
Cc1cccc(OCC(=O)N/N=C/c2ccc3c(c2)OCO3)c1
  A = ? | B = 7% | C = 25%[10 µM] | D = . | E = 10% | F = -5%[9.22 µM] | G = 0%
O=C(O)C=C1CCN(c2ncc(C(F)(F)F)cc2Cl)CC1
  A = -10% | B = -6%[38.3 µM] | C = -7% | D = 14% | E = 2% | F = 4% | G = -2%
CN1CC[C@H](CN2c3ccccc3Sc3ccccc32)C1
  A = ? | B = 39%[activator] | C = -74%[inhibitor] | D = 0%[9.22 µM] | E = . | F = -38% | G = -6%[7.66 µM]
COc1cccc2c(=O)c(SC(F)(F)C(F)C(F)(F)F)c(C)[nH]c12 (stereo not given)
  A = -10% | B = -24%[38.3 µM] | C = -40%[inhibitor] | D = 11% | E = 5% | F = -2% | G = -3%
CCc1cccc(CC)c1NC(=O)Cn1c(-c2ccccc2Cl)nc2ccccc21
  A = -3% | B = -14% | C = -7%[10 µM] | D = 9% | E = 5% | F = -1% | G = 2%

# Random excerpt: 3 records from the list
# Short keys: A = LMNA splice mod; B = IMPase Li inh; C = HTT cytoprotect; D = SMN2 splice up; E = CBFb RUNX1 block; F = HttQ103 aggreg; G = KinaseGlo FLuc
Cc1cccc(OCC(=O)N/N=C/c2ccc3c(c2)OCO3)c1
  A = ? | B = 7% | C = 25%[10 µM] | D = . | E = 10% | F = -5%[9.22 µM] | G = 0%
O=C(COC(=O)c1cc2c(s1)CCCC2)Nc1ccc(Cl)cn1
  A = -6% | B = ? | C = 12%[10 µM] | D = 0% | E = 0% | F = -11% | G = 3%
CCc1cccc(CC)c1NC(=O)Cn1c(-c2ccccc2Cl)nc2ccccc21
  A = -3% | B = -14% | C = -7%[10 µM] | D = 9% | E = 5% | F = -1% | G = 2%

# Source: PubChem
